HER2 expr 66K: inhibitors of human Her2 kinase expression. P04626. SKBR-3 HER2 protein level, AlphaScreen, 18-24 h; stronger effect = lower value. HER2 level % of control, % at 10 µM. hit rate 0.69% among 65,000;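 active = HER2 level under 5% of the carrier-only control; inconclusive = no clear call, values can overlap the other calls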;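 note: 100% = DMSO carrier and 0% = 500 nM PU-H71 HSP90 inhibitor; lower value means stronger loss of Her2 protein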
CatB block: human cathepsin B inhibition | P07858 | purified cathepsin B, fluorogenic substrate, fluorescence | inhibition, %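 (tested at 10 µM)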 | hit rate 0.1% among 63,000; in the data active = inhibition above about 21%;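 note: 0% = enzyme with no compound and 100% = no enzyme blank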
Cathepsin G inh: blocks human cathepsin G enzyme activity | P08311 | purified enzyme, AMC-tetrapeptide fluorescence, pooled mixtures | inhibition, % at 5 µM (by protocol) | hit rate 0.2% among 62,000;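 active = inhibition above 20% in each of the two mixture wells holding the compound; inactive = inhibition of 20% or less in either well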;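 note: 0% = enzyme control without mixture and 100% = blank lacking enzyme; strong numbers were not always called active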
CatB mixtures: human cathepsin B inhibition by mixtures; inhibition, %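 (ten-compound pools at 5 µM per compound and 50 µM total)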; P07858; Purified cathepsin B, AMC dipeptide fluorescence, compound mixtures; AID 488; hit rate 0.06% among 62,000; in the data active = inhibition above about 22%, passing the limit was not always enough; inconclusive = no clear call, values can overlap the other calls;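 note: 0% = enzyme without compound and 100% = no enzyme blank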
PKA kinase inh: PKA (human) kinase inhibition; inhibition, % at 6 µM; PKA Kemptide phosphorylation, Kinase-Glo ATP luminescence; hit rate 0.1% among 65,000; AID 524; P17612;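 active = inhibition above the screen-wide mean inhibition plus 3 SD, cut at about 21% in these data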; note: many of its hits are not listed in these tables
ROCK2 blocker: blocks human Rho kinase 2 activity; purified ROCK2, Kinase-Glo ATP depletion luminescence; inhibition, % at 6 µM; O75116; hit rate 0.35% among 60,000;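 active = inhibition above the screen-wide mean inhibition plus 3 SD, cut at about 18% in these data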;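 note: plate controls were DMSO wells for no effect and Y-27632 control wells after no-enzyme background subtraction for full effect; many of its hits are not listed in these tables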
Target sequence (O75116 whole entry, looked up): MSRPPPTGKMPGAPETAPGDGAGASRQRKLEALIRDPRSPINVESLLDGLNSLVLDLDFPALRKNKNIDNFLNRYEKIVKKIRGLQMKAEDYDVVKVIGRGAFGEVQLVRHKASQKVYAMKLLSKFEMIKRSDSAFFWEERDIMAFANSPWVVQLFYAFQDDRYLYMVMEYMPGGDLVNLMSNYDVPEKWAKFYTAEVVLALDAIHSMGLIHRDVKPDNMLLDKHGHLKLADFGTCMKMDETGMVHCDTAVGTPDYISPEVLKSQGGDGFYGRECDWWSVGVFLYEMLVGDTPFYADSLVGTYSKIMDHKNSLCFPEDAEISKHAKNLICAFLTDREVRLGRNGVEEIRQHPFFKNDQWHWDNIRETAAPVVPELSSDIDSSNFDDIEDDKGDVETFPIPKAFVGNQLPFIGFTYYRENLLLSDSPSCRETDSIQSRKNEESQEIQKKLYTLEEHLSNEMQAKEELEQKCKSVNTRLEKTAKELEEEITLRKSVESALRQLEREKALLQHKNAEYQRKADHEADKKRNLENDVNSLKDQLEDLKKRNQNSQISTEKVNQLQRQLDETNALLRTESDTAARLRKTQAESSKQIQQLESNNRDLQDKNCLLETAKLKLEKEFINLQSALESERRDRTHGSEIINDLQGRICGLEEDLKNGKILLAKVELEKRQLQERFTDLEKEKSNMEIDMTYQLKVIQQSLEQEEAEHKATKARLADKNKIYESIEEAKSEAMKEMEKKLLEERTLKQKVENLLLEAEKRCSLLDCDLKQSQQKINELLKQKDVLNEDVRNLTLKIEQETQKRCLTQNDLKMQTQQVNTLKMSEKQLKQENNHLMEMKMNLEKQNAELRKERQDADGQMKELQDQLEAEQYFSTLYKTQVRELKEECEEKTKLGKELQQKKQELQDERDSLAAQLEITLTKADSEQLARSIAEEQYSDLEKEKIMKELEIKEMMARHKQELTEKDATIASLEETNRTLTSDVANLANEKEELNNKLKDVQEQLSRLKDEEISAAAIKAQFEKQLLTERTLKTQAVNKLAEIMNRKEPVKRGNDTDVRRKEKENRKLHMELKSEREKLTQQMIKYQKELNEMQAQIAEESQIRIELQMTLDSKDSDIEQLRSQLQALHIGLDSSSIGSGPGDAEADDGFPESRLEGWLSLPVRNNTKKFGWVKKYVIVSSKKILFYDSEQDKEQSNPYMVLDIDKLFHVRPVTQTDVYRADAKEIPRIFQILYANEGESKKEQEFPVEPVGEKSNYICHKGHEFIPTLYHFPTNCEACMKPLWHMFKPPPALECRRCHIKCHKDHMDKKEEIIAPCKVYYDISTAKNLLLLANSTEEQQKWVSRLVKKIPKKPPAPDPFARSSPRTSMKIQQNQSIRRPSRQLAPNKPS
CatS block: inhibitors of human cathepsin S. AID 501. hit rate 0.06% among 62,000. recombinant cathepsin S, AMC dipeptide fluorescence, pooled mixtures. inhibition, %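 (tested at 5 µM per compound within 10-compound mixtures)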. P25774; in the data active = inhibition above about 32%, passing the limit was not always enough; inconclusive = no clear call, values can overlap the other calls;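 note: 0% = enzyme without compound and 100% = blank without enzyme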
CatL inh: inhibitors of human cathepsin L; inhibition, %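 (tested at 10 µM)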; hit rate 0.17% among 58,000; purified cathepsin L, fluorogenic substrate, fluorescence; in the data active = inhibition above about 45%;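 note: 0% = enzyme with no compound and 100% = no enzyme blank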
C1s block: human complement C1s inhibition | purified C1s, fluorogenic AMC substrate, pooled mixtures | mean inhibition % of two 10-compound mixtures (stronger effect = higher value), % at 5 µM (by protocol) | hit rate 0.16% among 62,000 | AID 538;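 active = inhibition above 20% in each of the two 10-compound mixture wells holding the compound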;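 note: 0% = enzyme wells lacking compound mixture and 100% = no-enzyme blank wells; some compounds called inactive have numbers as strong as hits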
Numbers without * were called inactive; ? = inconclusive; / = not tested or not shown.

HER2 expr 66K	CatB block	Cathepsin G inh	CatB mixtures	PKA kinase inh	ROCK2 blocker	CatS block	CatL inh	C1s block	Compound
86.7	-6.0	-0.3	7.3	-2.4	-3.6	-1.3	2.0	3.5	COC(=O)c1cc2oc3ccccc3c2n1Cc1ccccn1
99.6	-1.1	0.3	3.9	3.0	1.0	4.9	1.8	-14.1	COc1cc2c(cc1OC)CN(C(=O)CSc1nc(N)c(C#N)cc1C#N)CC2
99.8	-1.3	2.2	-0.3	-2.6	-3.8	7.4	-1.8	2.6	Cc1nc(NC(=O)CCCC(=O)Nc2nc(C)c(C)s2)sc1C
106.4	0.4	13.3	-0.4	8.2	3.8	9.7	7.6	14.8	CCOC(=O)c1c(C)nc(-c2ccccc2)nc1NC(C)=O
152.7	3.4	9.9	1.8	7.1	/	14.4	0.1	5.4	CC(=O)Nc1cccc(-c2nnc(-c3ccccc3)o2)c1
108.8	1.8	22.1	3.3	-1.3	0.1	9.3	/	22.6	COc1ccccc1C(=O)n1nc(-c2cccnc2)nc1N
64.5	-2.6	-2.7	2.7	10.9	/	-10.7	/	-6.6	COc1cc(NC(=O)COc2ccc(-n3cnnn3)cc2)c(OC)cc1Cl
76.8	-0.7	-1.2	4.2	4.5	-0.4	5.1	-9.0	0.2	CC(=O)c1c(C)[nH]c(C(=O)OCC(=O)NCCc2ccc(F)cc2)c1C
98.5	-1.1	-3.7	3.4	4.7	0.7	14.5	-6.6	7.0	Cc1ccccc1S(=O)(=O)Nc1nc2ccccc2nc1N1CCOCC1
64.1	0.8	/	/	6.9	5.1	/	-1.5	/	Cc1nnc2n(-c3ccccc3)c(=O)c3c4c(sc3n12)COC(C(C)C)C4 (stereo not given)
84.8	-1.0	12.1	4.5	5.8	8.0	-0.3	9.5	12.6	O=C(O)c1nn2c(c1Br)NC(c1ccccc1)CC2C(F)(F)F (stereo not given)
98.6	-1.1	0.5	7.2	-1.8	3.8	11.9	13.6	4.9	CCCS(=O)(=O)N1CCCC(C(=O)N2CCOCC2)C1 (stereo not given)

Structures from the list above that have a halogen (three):
HER2 expr 66K	CatB block	Cathepsin G inh	CatB mixtures	PKA kinase inh	ROCK2 blocker	CatS block	CatL inh	C1s block	Compound
64.5	-2.6	-2.7	2.7	10.9	/	-10.7	/	-6.6	COc1cc(NC(=O)COc2ccc(-n3cnnn3)cc2)c(OC)cc1Cl
76.8	-0.7	-1.2	4.2	4.5	-0.4	5.1	-9.0	0.2	CC(=O)c1c(C)[nH]c(C(=O)OCC(=O)NCCc2ccc(F)cc2)c1C
84.8	-1.0	12.1	4.5	5.8	8.0	-0.3	9.5	12.6	O=C(O)c1nn2c(c1Br)NC(c1ccccc1)CC2C(F)(F)F (stereo not given)

(continued)
HER2 expr 66K	CatB block	Cathepsin G inh	CatB mixtures	PKA kinase inh	ROCK2 blocker	CatS block	CatL inh	C1s block	Compound
137.6	-1.0	/	/	-0.7	0.3	/	16.7	/	C=CCOC(=O)C(C#N)c1nc2ccccc2nc1N1CCC(C(=O)OCC)CC1 (stereo not given)
53.2	-0.6	-4.0	0.0	6.9	-2.9	20.8	2.4	-10.3	CCCCCn1c(=N)n(CC(O)COc2ccccc2OC)c2ccccc21 (stereo not given)
90.6	1.0	4.4	2.9	9.9	5.0	1.6	-0.8	0.8	CCc1nnc(NC(=O)C2CCN(C(=O)NC3CCCCC3)CC2)s1
87.2	5.7	-0.6	2.1	-7.1	/	8.8	-1.6	-1.2	CCCN(c1ccc(C(C)C)cc1)S(=O)(=O)c1c(C)noc1C
35.9	3.4	-0.5	-0.2	-6.2	-2.0	-3.7	-3.3	3.6	CCOC(=O)N1CCN(c2c(F)cc3[nH]c(=S)[nH]c3c2Br)CC1
117.5	-1.2	9.8	-5.7	11.6	5.4	1.6	-8.9	4.1	CC(C)NS(=O)(=O)c1ccc(CCC(=O)O)cc1
78.8	0.8	5.6	-0.4	6.6	4.8	9.4	18.8	1.1	CC(C(=O)NC1=NCCS1)N1C(=O)C2CC=CCC2C1=O (stereo not given)
96.1	5.6	-2.4	4.7	1.7	6.0	14.2	8.7	2.2	CSc1nnc(CNC(=O)c2ccccc2)n1-c1ccc(F)cc1
154.9	2.4	8.8	-3.5	4.7	1.7	5.4	/	4.2	CN1CCN(C(c2ccc(F)cc2)c2nnnn2Cc2cccs2)CC1 (stereo not given)
107.1	4.2	6.3	-2.7	5.9	-4.4	6.2	-7.4	10.8	COCCn1nnnc1C(c1ccccc1OC)N1CCN(c2ccccc2F)CC1 (stereo not given)
66.8	2.8	7.5	1.7	-1.0	/	-10.2	/	5.0	Cc1nc2ccccc2c(=O)n1CCCO
/	4.7	0.0	3.5	7.7	/	8.7	/	-43.1	Cc1cc(-n2c(SCCC#N)nnc2-c2cccnc2)ccc1Cl
74.4	-6.6	0.1	3.3	2.0	1.9	-7.5	-8.5	1.7	COC(=O)c1ccc(NC(=O)CN(c2ccc(C)cc2)S(=O)(=O)c2c(C)n[nH]c2C)cc1
89.7	-0.4	9.5	1.2	4.0	6.1	-0.4	9.2	21.6	CCN(CC(=O)Nc1ccc(OC)c(OC)c1)S(=O)(=O)c1ccc(C)cc1
84.2	2.0	-7.6	4.0	5.4	-3.0	-1.9	/	-17.3	Cc1ccc(C2CC(c3ccco3)n3nc(N)nc3N2)cc1 (stereo not given)
86.0	-1.6	10.3	2.7	-0.1	-2.2	-12.1	-5.2	10.2	CC1CC(C)CN(c2nc3c(c(=O)n(C)c(=O)n3C)n2C)C1 (stereo not given)
100.8	-4.2	0.6	-5.8	0.9	-0.9	-3.3	11.3	-5.5	Cc1cc(=O)[nH]c(SCC2COC3(CCCCC3)O2)n1 (stereo not given)
126.2	6.3	-5.6	0.7	7.9	-9.2	14.8	3.3	-45.4	CC(=O)c1coc2ccc(OCCN3CCCCC3)cc12
/	0.7	1.9	4.2	1.4	/	-1.5	-5.1	-5.2	COc1ccc(CCn2c(N)c(S(=O)(=O)c3cccs3)c3nc4ccccc4nc32)cc1OC
89.5	3.6	8.5	6.5	8.7	3.4	11.8	1.9	0.8	Cc1cc(C)nc(NC(=O)C(C)N2C(=O)c3ccccc3C2=O)n1 (stereo not given)
90.4	0.5	3.4	3.0	2.7	3.3	4.0	9.2	-7.5	CCCC(=O)NCCCCNC(=O)CCC
112.3	-2.3	0.2	-4.6	6.7	0.3	20.0	15.5	-8.3	Cc1ccc(CCNC(=O)C2CCN(c3nn4c(=O)cc(C)nc4s3)CC2)cc1
109.4	-0.6	2.8	2.3	-0.2	1.8	4.0	11.7	-15.3	O=C(CNS(=O)(=O)c1ccccc1)N1CCN(c2ccccc2)CC1
93.3	4.3	3.6	-2.4	0.6	0.6	-5.1	4.1	-34.5	Cc1ccc(C(=O)CNc2nc3c(c(=O)[nH]c(=O)n3C)n2Cc2ccccc2)cc1
124.8	4.6	9.1	4.5	0.1	2.7	14.5	17.1	-5.6	COc1ccc(C(=O)c2ccc(OC)c(OC)c2)cc1OC
70.1	-0.4	4.4	4.3	5.7	-0.1	25.1	3.2	-8.4	O=C1N(CCCCN2C(=O)C3(OCCO3)c3ccccc32)c2ccccc2C12OCCO2
97.2	3.0	-8.5	-0.6	6.9	1.5	-8.0	-11.2	23.4	CCOC(=O)c1c(C)[nH]c(C)c1C(=O)Cn1nnc(-c2ccccc2C)n1
92.1	1.4	8.4	2.0	1.5	3.7	0.9	24.2	9.5	O=C(NC1CCCCC1)N1CCC(n2cnc3ccccc32)CC1
97.2	-4.9	-0.6	4.3	15.6	3.7	1.9	-15.2	-1.6	COc1ccc2nc(C)c(C(=O)OCCN(C)C)cc2c1
105.3	1.7	2.5	1.4	4.8	1.8	-10.2	9.5	-16.2	C/C(N)=C(\C#N)C(=O)NCCc1ccccn1
104.3	2.9	12.8	2.0	3.3	2.3	4.0	-1.2	7.9	O=C(Nc1nc2ccccc2[nH]1)C1CCCO1 (stereo not given)
102.3	-3.5	-1.1	-3.6	1.3	-0.4	-1.5	-8.9	-4.7	COCc1cc(C)nc2sc(C(=O)OC(C)C)c(N)c12
115.6	8.3	-9.3	1.0	12.8	6.6	19.4	-0.8	-13.7	CCNc1nc(SCc2ccccc2)nc(N2CCOCC2)n1
104.1	-5.2	-2.3	2.0	13.9	-2.4	1.8	0.4	-12.0	COc1cccc(C(=O)CN2C3=NCCCN3c3ccccc32)c1
88.6	2.9	0.2	5.0	6.2	0.6	0.5	1.2	0.9	O=C(NCc1cccs1)c1cc2c(s1)CCCC2
103.9	-3.2	-1.5	-2.4	9.6	5.0	-4.9	4.3	-25.7	CS(=O)(=O)N1CCN(C(=O)C(Sc2ccccc2)c2ccccc2)CC1 (stereo not given)
91.3	0.9	1.1	2.6	10.6	-0.8	16.3	17.7	-1.2	CCN(CC)CCNC(=O)Cn1nc(Cc2ccccc2)c2ccccc2c1=O
118.5	2.4	0.9	-1.6	8.6	4.2	-6.0	6.5	8.3	NC(=O)C1CCN(C(=O)c2ccc(C(F)(F)F)cc2)CC1
108.5	5.7	4.9	-8.4	-10.3	-4.4	-2.5	-3.4	0.4	NC(Cc1ccc(Oc2ccc(O)cc2)cc1)C(=O)O (stereo not given)
93.7	-0.8	0.6	-3.0	-5.6	-1.8	18.2	9.5	-8.8	CC(=O)N(CN1C(=O)c2ccccc2C1=O)c1cccc(C)c1
97.4	0.8	7.2	1.0	2.5	1.1	4.5	7.6	11.0	COc1ccc(C(=O)N2CCCC(c3nc(-c4cc(OC)c(OC)c(OC)c4)no3)C2)cc1 (stereo not given)
91.0	7.1	-3.3	1.0	7.9	2.5	8.2	14.4	-36.6	CCOc1ccc(C2=Nn3c(nnc3-c3ccccc3)SC2)cc1Cl
75.6	0.6	3.9	-0.5	6.0	2.1	-5.4	13.0	-30.3	CCOC(=O)C1=C(C)OC(N)=C(C(=O)OCC)C1c1cccnc1 (stereo not given)
53.9	-1.2	-2.2	-1.1	8.0	-7.5	-3.9	2.9	-27.2	C=CCn1c(SCC(=O)c2ccccc2)nnc1-c1ccc2c(c1)OCO2
109.3	3.3	10.1	1.2	8.3	3.5	2.1	0.4	-4.8	O=C(COC(=O)c1cnccn1)c1ccc(Br)cc1
81.7	7.7	8.5	4.6	-0.7	3.3	1.7	3.6	11.4	O=C(c1cc(-c2cccs2)on1)N1CCOCC1
108.5	4.6	7.0	-0.1	10.4	4.3	-6.2	5.7	8.7	O=C(Nc1nccs1)C1(S(=O)(=O)c2ccc(Cl)cc2)CC1
90.6	3.7	-15.6	-11.2	-0.1	-0.2	-29.4	-3.2	-190.7	COC(=O)Cn1c(CN(Cc2ccccc2)Cc2ccccc2)nc2c1c(=O)[nH]c(=O)n2C
?	-0.4	1.1	5.3	2.5	2.7	15.0	14.6	5.0	C/C(Cl)=C\Cn1c(Nc2cccc(C)c2)nc2c1c(=O)n(C)c(=O)n2C
52.5	-0.2	3.7	0.8	4.8	/	4.4	-1.2	4.9	O=C(O)CN1C(=O)CSc2ccccc21
126.6	-5.0	-1.0	6.6	-1.8	-1.3	13.7	14.7	3.0	CCOC(=O)N1CCC(NC(=O)c2cccc3c2C(=O)N(Cc2cccnc2)C3)CC1
83.8	-0.5	0.6	-0.9	-6.5	1.2	11.8	/	-22.4	Cc1onc(-c2ccccc2Cl)c1C(=O)Nc1nnc(C(C)C)s1
79.3	6.0	-0.7	1.2	-4.3	0.5	-2.5	4.6	1.7	COC(=O)c1ccc(N2C(=O)CC(N(C)Cc3ccccc3)C2=O)cc1 (stereo not given)
92.3	1.7	-8.4	7.2	3.3	-1.4	8.5	8.2	4.8	CCOC(=O)c1[nH]c(=O)[nH]c1CSc1ccccn1
117.2	5.2	11.5	0.7	12.8	6.3	13.3	6.4	12.0	Cc1ccc(CNC(=O)Cn2c(=O)oc3ccccc32)o1

High-throughput results (PubChem)

The list is partial; count on the stated rates, not on these rows.
